D3 ag = activates the human D3 dopamine receptor; max activation, %; D3R DiscoveRx beta-arrestin cells, luminescence, 90 min; 410,000 compounds, 0.58% hits; P35462; in the data active means max activation above about 30%; further: 0% is about no effect; mostly tested at two doses, the higher about 12 µM
Target sequence (P35462 whole entry, looked up): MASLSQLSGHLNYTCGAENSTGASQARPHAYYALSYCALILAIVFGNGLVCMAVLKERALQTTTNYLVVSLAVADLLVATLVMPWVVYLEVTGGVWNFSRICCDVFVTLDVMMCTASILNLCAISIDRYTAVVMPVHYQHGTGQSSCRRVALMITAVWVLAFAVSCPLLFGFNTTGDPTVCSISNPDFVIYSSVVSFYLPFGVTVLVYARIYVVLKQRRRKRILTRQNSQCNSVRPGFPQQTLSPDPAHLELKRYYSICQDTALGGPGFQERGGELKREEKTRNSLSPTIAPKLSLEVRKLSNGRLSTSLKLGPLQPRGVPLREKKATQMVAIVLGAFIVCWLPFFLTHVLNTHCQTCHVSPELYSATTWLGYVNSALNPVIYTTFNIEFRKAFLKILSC
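Agonist-mode cell screen: cells plated at 1500/well and incubated overnight at 37 °C, then exposed to library compounds for 90 min at 37 °C. Detection reagent was added for 30–60 min at room temperature, and luminescence was read.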
KB-3-1 cytotox = kills parental KB-3-1 adenocarcinoma cells; 400,000 compounds, 1.4% hits; Potency, µM (top dose mostly 46.1 µM), inactives show at the top dose activity change, negative = cytotoxic, actives largely listed as cytotoxic; KB-3-1 viability, CellTiter-Glo ATP luminescence, 72 h; further: potency means the concentration at half of the fitted maximal effect; on the % scale 0 is the no-effect control and ±100 the full control effect; nearly all actives have a fitted effect of over 60% in size
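Parental KB-3-1 adenocarcinoma cells in phenol-red-free DMEM with 10% FBS were pin-treated with compounds at several concentrations, incubated 72 h at 37 °C, and viability read by CellTiter-Glo luminescence; concentration-effect curves were fitted after normalization.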
HEK293 tox = cytotoxicity in counter-screen for GLP-1R inverse agonists | Potency, µM (top dose mostly 38.3 µM), inactives show top-dose activity change, negative = inhibition, hits mostly inhibitors | AID 624418 | HEK293 cAMP-luciferase reporter cells, luminescence, 24 h | 410,000 compounds, 0.13% hits;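 further: loss of luciferase light is scored as toxicity; potency means the concentration at half of the fitted maximal effect; on the % scale 0 is the no-effect control and ±100 the full control effect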
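Seeding density was 200 cells/uL; after overnight-length (12 h) culture, 23 nL compounds went on for 24 h at 37 °C. Readout used a luciferase detection reagent, luminescence taken after 12 min at room temperature.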
KB-V1 MDR tox = kills drug-selected multidrug resistant KB-V1 cells; KB-V1 MDR cells viability, CellTiter-Glo, 72 h; Potency, µM (titrated, usually from 46.1 µM), inactives show at the highest dose activity change, negative = cytotoxicity, most hits filed as cytotoxic; 400,000 compounds, 3.4% hits; further: potency means the concentration at half of the fitted maximal effect; on the % scale 0 is the no-effect control and ±100 the full control effect; nearly all actives have a fitted effect of over 60% in size
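Readout: CellTiter-Glo luminescence, 10 min after addition. Cells: KB-V1 MDR subline, 72 h at 37 degrees C with compound. Analysis: corrected, normalized data fitted to concentration-effect curves.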
IL1B secr inh = inflammasome signaling inhibition, IL-1 beta readout; 360,000 compounds, 4.7% hits; THP-1 LPS/ATP IL-1B secretion, AlphaLISA, 16 h; stronger effect = lower value; AID 743279; activity change, % at 57.5 µM; in the data active means activity change below about -50%; inconclusive means mostly about -30% to -49%; further: on the % scale 0 is the no-effect control and ±100 the full control effect
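THP-1 cells pretreated 1 hr with compounds (up to 57.5 uM final), then stimulated with LPS (250 ng/mL final) plus ATP (1.25 mM final); secreted IL-1B measured by AlphaLISA after 16 hr, decreased signal indicating inhibition.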
HT1080 IDH1KD tx = toxicity to HT-1080 IDH1 knockdown cells (counter line) | HT-1080 IDH1 knockdown viability, ATP luminescence, 48 h | 360,000 compounds, 2% hits | Potency, µM (doses to about 46.1 µM), for the others: at the top dose activity, negative = toxicity, actives largely listed as cytotoxic;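 further: potency means the concentration at half of the fitted maximal effect; 0% = DMSO wells and -100% = cell-free medium wells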
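IDH1KD HT-1080 cells, 750/well, RPMI + 5% FBS; compound pinned after 2 h settling; 48 h, 37 °C; CellTiter-Glo luminescence; % activity normalised to DMSO and no-cell wells; curves fitted, classed by r2 and efficacy.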
MCF10A rerep = DNA re-replication induction in MCF 10a cells; MCF 10A DNA re-replication, Hoechst nuclear intensity, 48 h; Potency, µM (titrated, usually from 46.1 µM), inactives show top-dose activity, positive = re-replication, actives largely listed as activators; 350,000 compounds, 2.9% hits; further: potency means the concentration at half of the fitted maximal effect; % of control where 0% means no effect; nearly all actives have a fitted effect of over 50% in size
HT1080-NT tox = kills 2HG-producing HT-1080-NT fibrosarcoma cells. Potency, µM (series often up to 46.1 µM), inactives show top-dose activity, negative = less viability, most hits filed as cytotoxic. 360,000 compounds, 1.6% hits. HT-1080-NT fibrosarcoma viability, CellTiter-Glo ATP luminescence, 48 h. AID 686970;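 further: NT is the 2HG producing partner of a matched IDH1 knockdown line; potency means the concentration at half of the fitted maximal effect; 0% = DMSO-treated cells and -100% = media-only wells without cells; nearly all actives have a fitted effect of over 55% in size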
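Luminescent CellTiter-Glo readout after 48 hours of compound exposure at 37 degrees C defined viability of HT-1080-NT cells. Activity was normalized to DMSO wells and cell-free media wells; concentration-response curves were fitted and assigned curve classes.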
SW480 rerep = induces DNA re-replication in SW480 colon adenocarcinoma cells | SW480 DNA re-replication, Hoechst DNA content imaging, 48 h | Potency, µM (series often up to 46.1 µM), inactives show top-dose re-replication activation, most hits filed as activators | 340,000 compounds, 1.8% hits; further: potency means the concentration at half of the fitted maximal effect; % of control where 0% means no effect; nearly all actives have a fitted effect of over 55% in size
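Hoechst fluorescence of nuclei (405 nm excitation, 500-530 nm emission) measured by plate-scanning imager after 48 hr compound exposure at 37 C; re-replication scored as increased number of nuclei with elevated intensity.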
Numbers without * were called inactive; i = inactive; ? = inconclusive; . = no result given; & = joins results of further samples; [ ] = remark or other dose. Unless noted, the call rests on the fitted dose curve; in most records, active means well fitted curve in the direction sought with a large enough effect; inconclusive means small, poorly fitted or top-dose-only effect, or another doubt; inactive means no such curve, though single readings can be large; an effect the other way counts as inactive or inconclusive.

Compound | KB-V1 MDR tox | HT1080 IDH1KD tx | D3 ag | IL1B secr inh | KB-3-1 cytotox | MCF10A rerep | HT1080-NT tox | SW480 rerep | HEK293 tox
C=CCn1c(SCC(=O)N2CCN(c3ccccc3)CC2)nc2c([nH]c3ccccc32)c1=O | 15% | 0% | 4 | 4 | 12% | 0% | 4% | ? | 7%
Cc1ccc([N+](=O)[O-])cc1NC(=O)CSc1nnc(C)n1CC1CCCO1 (configuration not stated) | -29% | 3% | 0 | 6 | -1% | 2% | -3% | -5% | 0%
CSc1ccc(CCNC(=O)CCc2nnc3ccc(N4CCCC4)nn23)cc1 | 0% | -2% | 1 | 3 | 13% | 1% | 6% | -8% | -17%
Cc1ccc(Cn2nnc3c(=O)n(CC(=O)N4CCN(c5ccccc5)CC4)cnc32)cc1 | 5.2µM* | -26% | -12 | ? | -15% | ? | 5% | -9% | -6%
CC(=O)c1c(CSc2ccccc2)oc2ccc(O)c(CN(C)C)c12 | -12% | ? | -9 | -85* | -21% | ? | ? | 13µM* | -13%
COCCCNCCCCOc1ccc(Br)cc1C | ? | ? | -25 | -56* | ? | ? | ? | ? | -4%
Cc1ccc2oc(C(=O)N3CCC(c4nc5ccccc5s4)CC3)c(C)c2c1 | 1% | . | 4 | . | ? | . | . | . | 7%
C/C(=N\NC(=O)Cn1nc(C)c([N+](=O)[O-])c1C)c1ccco1 | 17% | 16% | -9 | -6 | 3% | ? | 18% | 12% | -6%
N#CC1(NC(=O)CN2C(=O)c3ccc([N+](=O)[O-])cc3C2=O)CCCCC1 | 0% | 6% | -4 | 1 | 3% | 1% | 7% | -5% | 7%
CS(=O)(=O)c1ccccc1-c1nnc(NC(=O)c2cccc(N3C(=O)CCC3=O)c2)o1 | -9% | 16% | -11 | 2 | -5% | 15% | -4% | -49%[inhibitor] | 0%
Cc1ccc(N(CC(=O)NCC2CCCO2)C(=O)CCC(=O)Nc2cc(C)on2)cc1 (configuration not stated) | 2% | 11% | -22 | -3 | 9% | -6% | 18% | 2% | -3%
CCCN(CCC)C(=O)Cn1c(=O)n(-c2ccc(C)c(C)c2)c(=O)c2c3c(sc21)CCCCC3 | -12% | . | 7 | . | -1% | . | . | . | -1%
COc1ccccc1C(=O)NCC(=O)NC(C)c1ccc(-n2ccnc2)cc1 (configuration not stated) | . | -2% | -9 | -14 | . | 29% | 13% | 3% | 4%
CCc1ccc(-c2cc(C(=O)Nc3ccc(S(=O)(=O)NC(C)=O)cc3)c3ccccc3n2)cc1 | 5% | -22% | -13 | 8 | 3% | -1% | -21% | 1% | 4%
COc1c([N+](=O)[O-])cc(C(=O)NNC(=O)c2ccc(C)cc2)cc1[N+](=O)[O-] | 21% | 8% | -7 | 8 | 10% | 9% | 9% | -1% | -17%
O=C(CN1C(=O)c2ccccc2S1(=O)=O)NCCSc1ccccc1 | 13% | 12% | 3 | -10 | 3% | 3% | 8% | 0% | -5%
CCOC(=O)N1CCN(C(=O)CN(c2cccc(Cl)c2)S(=O)(=O)c2ccccc2)CC1 | -2% | . | 1 | . | -6% | . | . | . | 1%
CC(C)=CCC/C(C)=C/COc1ccc2ccc(=O)oc2c1 | ? | 13% | 12 | -10 | 0% | ? | 7% | -7% | -1%
CC1(C)C(=O)Nc2ccccc2N1C(=O)COC(=O)Cc1ccccc1F | -6% | 23% | 2 | 8 | ? | 2% | 14% | 3% | -7%
CCOC(=O)C1(C)NC(c2cc(OC)c(OC)c(OC)c2)C2C(=O)N(CC)C(=O)C21 (configuration not stated) | -17% | 7% | -1 | 0 | 13% | 1% | 9% | -1% | -10%
COC(=O)[C@@]1(Cc2ccc(OC)cc2)[C@H]2c3cc(C(=O)N4CCCC4)n(Cc4ccc(OC(F)(F)F)cc4)c3C[C@H]2CN1C(=O)c1ccccc1 | 21µM* | ? | -2 | 0 | ? | . | -29% | . | 7%
Cc1onc(-c2ccccc2)c1C(=O)OCC(=O)N1CCCCC1 | -24% | -1% | 0 | -5 | 3% | . | 10% | . | 0%
O=C(Cc1ccccc1[N+](=O)[O-])NCC(O)c1ccc2c(c1)OCO2 (configuration not stated) | -8% | 2% | -8 | 7 | -2% | -2% | 2% | -3% | 71%[activator]
CCN(CC)C(=O)c1[nH]cnc1C(=O)N[C@@H](CCCCNC(=O)OC(C)(C)C)C(=O)OC(C)(C)C | ? | 0% | 0 | 9 | ? | 13% | 2% | 5% | 13%
O=C(NCc1cccs1)C1CCCN(C(=O)Nc2ccc(F)cc2)C1 (configuration not stated) | ? | ? | -34 | 26 | -6% | 15% | ? | 0% | -4%
Cc1ccc(C(=O)OCC(=O)Nc2cccc(S(=O)(=O)N3CCCCC3)c2)s1 | 3% | -8% | 3 | -14 | 3% | . | 5% | . | 6%
Cc1cc(Oc2cccc3c2S(=O)(=O)N(C2CCCC2)CC(COCc2ccccc2)O3)cc(C)c1C (configuration not stated) | -1% | -1% | -6 | 28 | -7% | 2% | ? | 7% | 1%
CC(C)C[C@H]1CN=C(Nc2ccccc2)N1CCCC1CCCCC1 | -9% | -23% | -57 | -63* | -19% | -1% | -19% | 8% | ?
O=C(CSc1nnc(CNC(=O)c2ccccc2)o1)Nc1nccs1 | 8% | -5% | 11 | i | -1% | -3% | -2% | -13% | 8%
COC(=O)CCc1c(C)[nH]c(C(=O)OCc2ccccc2)c1C | -16% | -12% | -10 | -15 | 1% | 4% | 2% | 0% | -17%
O=C(/C=C/c1ccccc1)N/C(=C/c1ccccc1)C(=O)NCCCO | -2% | 18% | 3 | 8 | 10% | -15% | 16% | ? | -6%
CC(C)CC(=O)NCCc1ccncc1 | -3% | 1% | -4 | -1 | 8% | 0% | -2% | -2% | 5%
CC1C(=O)N2CCCc3cc(NC(=O)C4CCCCC4)cc1c32 (configuration not stated) | -6% | 0% | -2 | -11 | 1% | -3% | 7% | -3% | 3%
O=C(CCN1C(=O)c2ccc([N+](=O)[O-])cc2C1=O)Nc1ccc(O)cc1C(=O)O | -5% | 15% | 1 | 0 | 6% | 6% | 11% | 3% | -9%
CC(C)(C)NC(=O)NC(=O)CN1CCN(C(c2ccccc2)c2ccccc2)CC1 | 21µM* | 4% | -6 | 3 | -11% | 11% | 12% | 15% | 16%
O=C(CSc1nnc2scc(-c3ccc(F)cc3)n12)NCc1ccco1 | -6% | 5% | 10 | -6 | 1% | 15% | 10% | -5% | 8%
Cc1ccc(C(=O)O/N=C2\CCCc3ccccc32)cc1 | 14% | -1% | 7 | 7 | 4% | 1% | 5% | -4% | 3%
O=C(Nc1nnc(S(=O)(=O)N2CCCC2)s1)c1ccccc1F | ? | 1% | 1&-1 | -59* | ? | -1% | -2% | -10% | 1%&0%
Cc1ccc(C)c(S(=O)(=O)Nc2ccccc2C(=O)Nc2ccccc2N2CCOCC2)c1 | -7% | -4% | -4 | 81 | -28% | ? | -3% | 5% | -1%
COc1ccccc1N1CCN(C(=O)/C=C/c2ccc(C)cc2)CC1 | 16µM* | 7% | 23 | 8 | 37% | 23µM* | 5% | 3% | 5%
COc1ccc(N2C(=S)NC3c4cc(Cl)ccc4OC2(C)C3C(=O)N(C)C)cc1 (configuration not stated) | 0% | ? | 5 | 8 | -30% | ? | ? | ? | -25%
COc1ccccc1N1CCN(CC(=O)NC(=O)NCc2ccccc2)CC1 | ? | 3% | -6 | 11 | 7% | . | -2% | . | 2%
O=C(CCC(=O)N1CCOc2ccccc21)Nc1ccccc1Cl | -6% | -1% | -1 | 4 | 7% | -2% | 2% | 1% | 4%
COc1ccc(-n2c(-c3ccco3)nc3c(cnn3-c3ccccc3Cl)c2=O)cc1 | -12% | . | -9 | . | -28% | . | . | . | 2%
CC(C)(C)c1ccc(-c2nnc(SCC(=O)Nc3sc4c(c3C#N)CCCC4)o2)cc1 | 20% | 3% | -3 | 9 | 8% | ? | 10% | -82%[inhibitor] | 0%
CNC(=O)N(O)C1N(/N=C/c2cccs2)C(=S)SC1(C)C (configuration not stated) | 0% | 4% | -6 | -1 | -4% | 0% | 13% | -7% | -9%
CN1CCc2c(sc3c2C(=O)NC(c2ccc(-c4cccc(Cl)c4)o2)N3)C1 (configuration not stated) | ? | -18% | -10 | -23 | 19% | ? | 0% | -2% | 108%[activator]
O=C(NC(=S)Nc1ccc2c(c1)OCCO2)c1ccccc1F | 1% | 10% | 1 | ? | -3% | 1% | 7% | 4% | ?
O=C(C#Cc1ccccc1)NCc1ccccc1F | ? | 6% | 9 | -13 | 6% | 1% | -3% | 20% | 2%
CCCn1c(CCC(=O)Nc2ccc(OCC)cc2)nc2cccnc21 | ? | . | 8 | . | 5% | . | . | . | 1%
CS(=O)(=O)c1ccc(C(=O)OCC(=O)NNC(=O)COc2ccc(Cl)cc2)cc1 | 5% | 13% | -10 | -4 | -3% | 0% | 10% | 0% | -1%
Cc1ccc(CNC(=O)c2ccc(N3CCC4(CC3)CC(c3ccccc3)=NO4)c(NC(=O)c3c(Cl)cccc3Cl)c2)cc1 | ? | 7% | 7 | -6 | 12% | -1% | 0% | -28%[9.22 µM] | 0%
CN(CC(=O)Nc1ccccc1Cl)C(=O)CSc1nnc(-c2ccco2)n1C | -13% | 0% | -8 | 2 | -6% | -2% | 1% | 5% | -40%
O=S(=O)(Cc1ccccc1Cl)Nc1ccccn1 | 0% | -1% | 9 | 4 | 1% | 17% | -5% | 13% | 0%
CCCOc1ccc(C(=O)Nc2cc(-c3nc4ccccc4[nH]3)ccc2C)cc1 | -18% | . | 1 | . | 3% | . | . | . | -6%
O=C(C[C@@H]1C[C@@H]2c3cc(NC(=O)C4CCOCC4)ccc3O[C@@H]2[C@H](CO)O1)NCc1ccccn1 | -14% | 6% | -3 | 8 | 19% | . | 1% | . | -23%
CCOc1ccccc1NC(=O)Cn1c(=O)oc2cc(Cl)ccc21 | -1% | 1% | -1 | -10 | 2% | 5% | -2% | 1% | -2%
